# Screens: PubChem BioAssay, several laboratories
# HTR5A inv ag – counter-screen for OPRM1-OPRD1 inverse agonists: human HTR5A inverse agonism. AID 504634. 340,000 tested, 0.083% active. inhibition, % at 9.3 µM. HTR5A cell line, luminescence. P47898; in the data active means inhibition mostly above about 23%, no sharp cut-off; inactive means mostly below about 18%;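 further: 0% = cells with DMSO and 100% = no-cell wells with DMSO; some compounds called inactive have numbers as strong as hits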
# DSG3 Ab inh – blocks pemphigus antibody binding to human desmoglein-3 | P32926 | DSG3-coupled beads, scFv-anti-DSG3-GFP binding, flow cytometry; hits give low values | binding (percent of control), % at 10 µM | 310,000 tested, 0.48% active | AID 588358;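 active means binding more than 3 SD below its plate's average and above zero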;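 further: hits lower antibody fragment binding to DSG3; some compounds called inactive have numbers as strong as hits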
# DAGLB inh – blocks human DAGLB lipase activity; inhibition, % at 5.17 µM; HEK293T DAGLB membrane lysate, EnzChek fluorogenic substrate; 340,000 tested, 0.059% active; Q8NCG7; AID 504411; in the data active means inhibition above about 34%;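 further: 0% = enzyme with vehicle and 100% = wells lacking enzyme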
# Target sequence (Q8NCG7 whole entry, looked up): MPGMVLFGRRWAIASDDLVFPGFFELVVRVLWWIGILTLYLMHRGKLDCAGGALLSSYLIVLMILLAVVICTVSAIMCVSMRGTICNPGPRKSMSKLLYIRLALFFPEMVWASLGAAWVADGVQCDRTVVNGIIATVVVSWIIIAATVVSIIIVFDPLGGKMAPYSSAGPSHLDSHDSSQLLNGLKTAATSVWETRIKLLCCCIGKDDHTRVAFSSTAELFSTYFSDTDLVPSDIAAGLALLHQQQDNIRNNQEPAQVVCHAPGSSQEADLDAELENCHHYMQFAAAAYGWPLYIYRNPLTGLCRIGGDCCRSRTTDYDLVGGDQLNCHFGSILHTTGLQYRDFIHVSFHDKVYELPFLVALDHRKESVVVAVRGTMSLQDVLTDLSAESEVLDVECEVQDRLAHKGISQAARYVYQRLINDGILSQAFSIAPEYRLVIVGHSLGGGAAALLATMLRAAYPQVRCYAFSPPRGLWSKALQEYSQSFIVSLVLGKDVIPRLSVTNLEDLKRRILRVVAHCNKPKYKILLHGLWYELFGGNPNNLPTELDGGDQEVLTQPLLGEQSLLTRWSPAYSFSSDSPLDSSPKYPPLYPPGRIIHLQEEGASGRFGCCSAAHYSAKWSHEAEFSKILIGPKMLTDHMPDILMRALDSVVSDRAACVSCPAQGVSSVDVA
# HTR5A ag – HTR5A agonism, opioid heterodimer counter-screen | P47898 | activation, % at 9.3 µM | 340,000 tested, 0.61% active | AID 504692 | HTR5A agonist assay, luminescence, cell-based; in the data active means activation mostly above about 9.5%, no sharp cut-off; inactive means mostly below about 7.6%;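 further: 0% = cells with vehicle only and 100% = reference agonist; strong numbers were not always called active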
# PKA-R2B act – activates the human PKA-R2B holoenzyme complex | PKA-R2B holoenzyme dissociation, Cy5-IP20 fluorescence polarization; R2B truncated from residue 108, S112A mutant; 0% DMSO only, 100% 113 µM cGMP | activation, % at 11.4 µM | 340,000 tested, 0.079% active;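 active means activation above a cutoff set at the mean over all compounds plus 3 SD, cut at about 18% in these data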;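 further: higher means more holoenzyme dissociation and a rise in polarization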
# Target sequence (P31323 whole entry, looked up, other chains not shown, the tested form may be a part): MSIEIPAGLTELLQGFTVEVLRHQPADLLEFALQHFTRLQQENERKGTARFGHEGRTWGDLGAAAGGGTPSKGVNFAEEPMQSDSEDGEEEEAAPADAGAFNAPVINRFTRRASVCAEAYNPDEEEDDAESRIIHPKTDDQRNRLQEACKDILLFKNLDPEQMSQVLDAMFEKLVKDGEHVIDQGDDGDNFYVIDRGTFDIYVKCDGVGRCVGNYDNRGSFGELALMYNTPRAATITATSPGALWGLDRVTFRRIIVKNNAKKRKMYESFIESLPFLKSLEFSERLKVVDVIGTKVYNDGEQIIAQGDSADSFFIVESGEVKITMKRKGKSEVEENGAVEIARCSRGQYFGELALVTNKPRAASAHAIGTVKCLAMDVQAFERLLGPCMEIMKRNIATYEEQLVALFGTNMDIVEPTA
# OPRM1-OPRD1 ag – OPRM1-OPRD1 heterodimerization agonism | cells, luminescence | 340,000 tested, 0.3% active | activation, % at 9.3 µM; in the data active means activation above about 18%;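 further: 0% = vehicle-treated cells and 100% = reference agonist; values of inactives mirror those of a sister screen read the other way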
# Arrestin-AP2 inh – human beta-arrestin and AP2 interaction inhibition | FITC-arrestin peptide / GST-AP2 beads, flow cytometry; AP2 beta2 appendage carries R879A mutation | inhibition, % at 10 µM | 340,000 tested, 0.31% active;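 active means inhibition above a set limit, near 3 SD of compounds lacking own fluorescence, cut at about 54% in these data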;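 further: plate controls were DMSO wells for no effect and 5 µM unlabelled arrestin peptide for full effect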
#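 Material – GST-tagged AP2 beta2-adaptin appendage (R879A) on 4 µm glutathione beads · Probe or stimulus – fluorescein-tagged arrestin peptide at 50 nM final · Timing – 12 min plus 1 h, RT · Detection – bead flow cytometry, FITC channel · Read-out basis – inhibition as reduced fluorescein signal on beads, percent · Medium – PBS plus Tween 20 (0.05%) and BSA (0.1%)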
# OPRM1-OPRD1 inv – inverse agonists of human mu-delta opioid receptor heterodimerization; 340,000 tested, 0.21% active; cell-based MOR-DOR heterodimer luminescence, inverse agonism; inhibition, % at 9.3 µM; in the data active means inhibition above about 22%, passing the limit was not always enough;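 further: 0% = cells with DMSO and 100% = wells without cells with DMSO; values of inactives mirror those of a sister screen read the other way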
# PKA-R1A act – activators of PKA-R1A complex. P00514+P68181. PKA-R1A dissociation, Cy5-IP20 fluorescence polarization; scaled: DMSO 0%, 113 µM cGMP 100%. activation, % at 11.4 µM. 340,000 tested, 0.083% active. AID 504707;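 active means percent activation above the mean of all tested compounds plus 3 SD, cut at about 19% in these data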;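 further: higher means more PKAc released from R1A so a rise in polarization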
# V-ATPase pH – regulators of yeast V-ATPase proton transport | S. cerevisiae, pHLuorin cytosolic pH fluorescence | response, % at 10 µM | 350,000 tested, 0.37% active; in the data active means response mostly above about 7.3%, no sharp cut-off; inactive means mostly below about 5.4%; further: actives read high; inactives centre near 0; some compounds called inactive have numbers as strong as hits; reference of the scale not given here
# * hit, by the source's call; i = inactive; . = no result given. The order is random; any-hit rate near 2.4%.
SMILES,HTR5A inv ag,DSG3 Ab inh,DAGLB inh,HTR5A ag,PKA-R2B act,OPRM1-OPRD1 ag,Arrestin-AP2 inh,OPRM1-OPRD1 inv,PKA-R1A act,V-ATPase pH
CC(C)C(C(=O)C=[N+]=[N-])N1C(=O)c2ccccc2C1=O (stereo unspecified),0,90,-3,-2,13,-1.6,13,9,5,-2
CCOc1ccccc1C(=O)NC(C(=O)NCc1ccc(F)cc1)C(C)C (stereo unspecified),-12,103,19,4,8,2.8,32,-14,-2,0
CCCN(Cc1nnc(-c2cccs2)o1)C(=O)c1cccc(S(=O)(=O)N2CCOCC2)c1,20,106,3,5,2,-3.1,-6,12,-2,.
C/C(=N\NC(=O)CNc1cccc2ccccc12)c1ccc(Br)s1,-126,111,4,46*,6,4.8,5,-22,-3,5
CCC(CC)C(=O)NN(C(=O)c1ccncc1)C1CC(=O)N(c2ccccc2)C1=O (stereo unspecified),0,103,-2,-6,-3,-2.0,4,10,1,7
COc1ccc(/C(CC2(O)C(=O)Nc3ccccc32)=N\O)cc1 (stereo unspecified),-7,.,-3,3,8,-1.1,9,6,0,3
CN1CCN(C(=S)c2ccc(-c3cccc(Cl)c3Cl)o2)CC1,-10,136,4,0,-1,5.0,0,-27,1,-2
Cc1cc(NC(=O)CSCC(=O)N(c2ccc(F)cc2)C(C(=O)NC2CCCCC2)c2ccc(O)c(O)c2)no1 (stereo unspecified),-9,105,5,3,-13,-1.4,34,7,-5,-1
COc1cc(C(=O)N/N=C/c2ccc(OC(=O)c3cccc(C)c3)c(OC)c2)ccc1O,-10,100,2,2,8,-0.8,8,5,-5,-6
O=C(COc1ccc2ccccc2c1)N1CCN(C(=O)c2ccco2)CC1,6,86,-3,2,-5,-2.5,6,12,3,-1
COc1ccc(NC(=O)CN2C(=O)NC3(CCCC3)C2=O)cc1,-25,.,-3,9,-14,-0.6,25,4,1,-3
CC(C)(C(=O)c1ccccc1)/[N+]([O-])=C/c1ccccc1F,-35,100,-2,5,-3,-0.6,-1,3,-7,-2
CC(=O)NCCc1nc2ccccc2n1Cc1cc(C)ccc1C,3,97,0,-1,-5,-2.7,-2,15,0,3
O=C(/C=C/c1ccccc1[N+](=O)[O-])Nc1cccnc1,-6,107,-1,2,2,1.1,-3,-6,-5,-1
CC(=O)c1ccc(OCC(O)CNCc2ccc3c(c2)OCO3)cc1 (stereo unspecified),2,98,-1,3,-8,-0.6,-16,3,-10,-2
CCCn1c(N)c(C(=O)COC(=O)c2cccc(S(=O)(=O)N3CCOCC3)c2)c(=O)[nH]c1=O,0,.,2,0,-10,-4.0,39,16,-4,4
CC1(C)O[C@@H]1COc1c2ccoc2cc2oc(=O)ccc12,-16,107,0,6,-2,-1.1,8,7,3,-2
CS(=O)(=O)N1CCC(C(=O)Nc2ccccc2)CC1,-22,102,0,-3,1,-1.0,4,6,-4,-3
CCc1c(C)nc2[nH]ncn2c1=O,24,104,0,-6,-10,-2.3,29,10,-1,-1
COc1ccc(N2CSC3=C(C#N)C(c4cccc(OC)c4OC)CC(=O)N3C2)cc1 (stereo unspecified),-5,96,1,0,2,0.7,14,-4,-7,-2
COc1cc(C(=O)Nc2ccc(S(=O)(=O)Nc3onc(C)c3C)cc2)cc(OC)c1OC,-2,103,2,2,2,-0.3,4,1,-1,1
CCOc1ccccc1NC1=CC(=O)CC(c2ccccc2)C1 (stereo unspecified),1,.,-1,3,1,-2.3,1,10,-4,2
CCCCCCCNC(=O)C1(CC2CC(c3ccc(Cl)cc3)=NO2)CCN(C(=O)OC(C)(C)C)CC1 (stereo unspecified),15,.,-26,-3,5,-4.0,5,23,-9,-1
CCOC(=O)N1CCN(CC(O)COc2c(OC)cccc2OC)CC1 (stereo unspecified),6,107,-2,-4,-9,-1.9,-11,8,-12,1
COc1ccc(Cl)cc1NC(=S)NCc1ccco1,23,107,1,-10,10,-4.3,-10,20,-1,0
Cc1ccc(N2C(=O)N(CC(=O)Nc3cccc(Cl)c3)C(=O)C2C)cc1 (stereo unspecified),-4,105,-2,-1,3,2.4,-12,-16,-5,-4
CCOC(=O)CSc1nnc(N)s1,15,96,3,-6,-7,-1.9,-4,11,10,0
Cc1ccc(NC(=O)C2CC(=O)N(CCc3ccccc3)C2)c(C)c1 (stereo unspecified),6,115,-3,-2,-13,-4.9,-12,23,-10,-1
Cc1cc(C)cc(NC(=S)N2CCC(NC(=O)C3CC3)CC2)c1,4,105,0,4,-14,1.4,12,-10,-2,15*
Cc1nn(CCCC(=O)NCc2ccccc2)c(=O)c2nccn12,-11,106,1,-1,6,-1.2,2,7,5,-4

# 3 successive records out of the list so far, for reference:
SMILES,HTR5A inv ag,DSG3 Ab inh,DAGLB inh,HTR5A ag,PKA-R2B act,OPRM1-OPRD1 ag,Arrestin-AP2 inh,OPRM1-OPRD1 inv,PKA-R1A act,V-ATPase pH
COc1cc(C(=O)Nc2ccc(S(=O)(=O)Nc3onc(C)c3C)cc2)cc(OC)c1OC,-2,103,2,2,2,-0.3,4,1,-1,1
CCOc1ccccc1NC1=CC(=O)CC(c2ccccc2)C1 (stereo unspecified),1,.,-1,3,1,-2.3,1,10,-4,2
CCCCCCCNC(=O)C1(CC2CC(c3ccc(Cl)cc3)=NO2)CCN(C(=O)OC(C)(C)C)CC1 (stereo unspecified),15,.,-26,-3,5,-4.0,5,23,-9,-1

# Following part:
SMILES,HTR5A inv ag,DSG3 Ab inh,DAGLB inh,HTR5A ag,PKA-R2B act,OPRM1-OPRD1 ag,Arrestin-AP2 inh,OPRM1-OPRD1 inv,PKA-R1A act,V-ATPase pH
Cc1nc(NCCc2ccc(O)cc2)c2nnn(Cc3ccccc3)c2n1,4,97,-1,-3,-4,0.7,3,-3,8,1
CCC(=O)Nc1cccc(NC(=O)CSc2nnc(-c3ccc(NS(C)(=O)=O)cc3)n2C)c1,-4,86,2,6,-8,-1.2,-2,7,1,-2
O=C(NCc1ccc2c(c1)OCO2)C1CC(=O)N(c2ccc(O)cc2)C1 (stereo unspecified),-11,105,-2,5,-13,-0.8,-4,4,-1,0
Cc1csc(C(=O)NN)c1N(C)C,6,114,-3,2,-4,-1.8,-3,9,1,-2
O=C(NCc1n[nH]c(=S)n1-c1ccccc1Cl)c1ccc(S(=O)(=O)N2CCCCC2)cc1,25,110,0,0,5,-1.9,2,10,11,-13
CCN1CCN(c2ccc(S(=O)(=O)N3CCOCC3)cc2NC(=O)c2cc(F)c(F)c(F)c2F)CC1,.,103,1,.,-8,.,.,.,-5,6
Cc1ccc(NC2CCCN(C(=O)Cc3nonc3C)C2)cc1C (stereo unspecified),5,107,1,0,-6,-0.1,-3,0,-8,3
OCCO,-37,103,-1,-1,i,i,39,i,i,-1
NC1=NN=C(N2N=C(c3ccccc3)CC2(O)C(F)(F)F)n2ncnc2C1 (stereo unspecified),-2,88,-1,1,-10,5.3,3,-33,-25,-6
CCc1ccccc1NC(=O)c1ccc(F)c(S(=O)(=O)N2CCC(C(N)=O)CC2)c1,-42,105,-1,-1,1,-0.8,7,4,-3,-2
CC1=CC(C)(C)NC(=S)N1c1ccc([N+](=O)[O-])cc1,10,89,1,-3,-4,-0.8,-3,4,6,4
CSCCNC(=O)c1ccc(OC2CCN(CCc3ccccc3)CC2)cc1,-9,103,-2,2,-7,3.2,37,-16,-2,-3
CCc1noc(N)c1C(=O)Nc1ccc(F)c(Cl)c1,-43,110,4,-1,-14,-0.8,-7,4,-4,-2
CN(Cc1ccccc1)C(=O)COC(=O)c1cc(=O)[nH]c2ccccc12,12,94,0,-3,7,-1.6,-13,8,-10,-3
O=C(NCc1ccccn1)C(=O)NCC1OCCN1S(=O)(=O)c1ccc(F)cc1 (stereo unspecified),5,110,-4,-2,-4,-1.7,26,7,0,2
Cc1cc(C)c2c(c1)cc(C)c1nnc(SCC(=O)Nc3ccc(S(=O)(=O)N4CCCCC4)cc3)n12,-8,103,-6,2,4,1.3,13,-7,0,-1
CCn1nnnc1SCC(=O)NNC(=O)C1CCCCC1,-4,104,-2,7,-8,-2.8,-2,13,-4,-3
COc1ccc(N2CC(C(=O)Nc3cccc(S(=O)(=O)N4CCCC4)c3)CC2=O)c(OC)c1 (stereo unspecified),19,100,3,-8,-15,-1.9,38,10,-2,1
O=C(c1ccc(Oc2ccc([N+](=O)[O-])cc2Cl)cc1)N1CCCC1,3,113,4,-3,7,-1.7,-1,8,-4,0
CCOc1ccccc1NC(=O)c1oc2ccccc2c1NC(=O)C1CCCO1 (stereo unspecified),-14,123,-4,5,4,0.2,-13,-1,-20,-4
C[C@@H]1ON(C)[C@H]2C[C@H]3c4[nH]c5ccccc5c4CCN3C[C@@H]12,.,107,1,.,2,.,.,.,-2,1
COc1ccc(-n2c(C)ccc2C)c([N+](=O)[O-])c1,6,98,4,-2,-1,-0.6,0,3,-3,2
Cc1ccc(S(=O)(=O)N2CCCC2)cc1C(=O)N1CCC(C)CC1,-12,.,0,1,3,-2.8,-6,15,0,-1
O=C(CCNC(=O)C1CCN(S(=O)(=O)c2ccccc2)CC1)NCc1cccc(C(F)(F)F)c1,0,96,4,-1,-8,-1.8,20,9,7,0
O=C(Cc1ccc(NC(=O)C2CCN(C(=O)C3CCC3)CC2)cc1)Nc1cccc(C(=O)N2CCCCC2)c1,-5,101,-1,1,-3,-1.4,60*,7,4,3
CNc1cc(N2CCCC2)ccc1[N+](=O)[O-],18,85,2,1,-7,-2.6,-1,13,-6,0
Cn1cccc1Cc1nnc(SCC(=O)Nc2ccccc2F)n1CCc1ccccc1,-13,109,-2,5,-2,-1.0,19,5,-8,5
O=C1c2ccccc2C(O)(c2ncc[nH]2)N1C1CCCCC1 (stereo unspecified),-7,101,0,1,3,-0.8,0,5,-5,3
CCN(CC)S(=O)(=O)c1cccc(NC(=O)COC(=O)c2cc(=O)c3ccccc3o2)c1,-10,100,-1,-1,-8,-2.1,16,11,-7,2
COc1ccc(CNC(=O)c2ccncc2)cc1,-2,.,0,2,6,-3.1,-4,16,5,-1
CCOC(=O)Nc1ccc2c(c1)N(C(=O)CN1CCN(CCO)CC1)c1ccccc1CC2,8,106,-2,-2,3,-3.7,33,17,-6,-3
CCCC(NC(=O)c1ccco1)c1nc2ccccc2[nH]1 (stereo unspecified),-8,107,0,3,-7,-4.7,3,25,-2,-1
O=C(NC1CCCc2ccccc21)C1CCN(c2c3c(nc4ncnn24)CCC3)CC1 (stereo unspecified),4,97,1,5,-5,-2.5,2,14,-18,1
COc1cccc(NC(=O)CCC(=O)Nc2cc(OC)c(NC(=O)c3cccs3)cc2OC)c1,-14,104,-1,5,-6,-3.0,-6,16,6,-1
COc1ccc(/C=C/c2nnc(NC(=O)COc3cccc(C)c3)s2)cc1,-25,126,-2,3,3,2.0,27,-11,-4,1
COc1ccc(CCN(C)C(=O)c2cc(-c3ccccc3)nc3ccccc23)cc1OC,-32,.,1,1,-5,-2.3,6,12,5,-2
Cc1csc(NC(C)c2nc3cc(C(F)(F)F)ccc3n2CCCO)n1 (stereo unspecified),-12,104,0,0,8,-2.9,9,16,2,-2
Clc1cccc(-c2cc3nc4c(c(N5CCN(c6cnccn6)CC5)n3n2)CCCC4)c1,1,.,-2,-1,6,-3.1,-6,13,-7,-3
